# Autophagy mod: alters autophagy in cells; actives 0.98% (n = 190,000); MEF GFP-LC3 puncta imaging; test concentration mostly 10 µM; calls only at 10 µM (by protocol); AID 463193;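 active = percentage of spot-positive cells more than 3 SD above its plate mean, without a fluorescence outlier flag or 80% toxicity; inconclusive = no clear call, values can overlap the other calls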;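 also: spot-positive cell cutoff set from DMSO-treated cells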
# b-catenin transl: beta-catenin nuclear translocation modulation. HeLa beta-catenin nuclear translocation, immunofluorescence imaging. nuclear translocation activity, % at 5 µM. actives 0.3% (n = 190,000). AID 1665;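 active = nuclear translocation activity above 50% at 5 µM, with a well cell count of 50 or more; inconclusive = wells under 50 cells across six images, flagged as toxic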;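 also: per-cell ratio of nuclear to cytoplasmic median beta-catenin stain intensity; plate controls were DMSO negative control for no effect and GSK-3 inhibitor IX positive control for full effect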
#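 Signal – beta-catenin immunofluorescence imaging with DAPI · Test system – human HeLa cell line · Dosing – 5 µM primary single dose, 0.1% DMSO, 0.02–20 µM confirmation series · Measure – % activation, nuclear-to-cytoplasmic median beta-catenin signal ratio per cell · Incubation – 24 h compound exposure at 37°C, 5% CO2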
# Dynein transport: dynein cargo transport inhibition; 3617.4 mouse cells, GR-EGFP nuclear translocation imaging; test concentration mostly 20 µM; stimulated with dexamethasone, 1 µM; active compounds read low; z-score, hits read low; actives 0.47% (n = 220,000); AID 1381;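 active = plate z-score of nuclear minus cytoplasmic receptor signal below a set negative limit, without overly bright fluorescence or cell loss, cut at about -3.5 in these data, passing the limit was not always enough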;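 also: z-score of nuclear minus cytoplasmic ring GR-EGFP intensity difference per well; some compounds called inactive have numbers as strong as hits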
#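 Buffer or medium: tet-free medium with charcoal-stripped serum / Also added: dexamethasone agonist, 1.0 µM final, for 30 min / Timing: induction 48 h, compound 1 h, agonist 30 min / Measured by: high-content fluorescence imaging after fixation / Read-out: nuclear-to-cytoplasmic GR-EGFP distribution per well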
# ER stress rescue: rescue of cells from ER stress-induced death, primary screen, 384-well, CSM14.1, thapsigargin, ATP luminescence (AID 1222). one-dose cellular ATP content (survival), % at 20 µM; EC50 in µM for titrated hits. CSM14.1 thapsigargin-induced death rescue, ATP luminescence; higher % means a stronger effect. 190,000 tested, under 10 active;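 active = EC50 below 50 µM in the dose-response confirmation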;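 also: death triggered by thapsigargin at about 15 µM added after 2 h compound pretreatment; cell ATP read after overnight thapsigargin exposure of roughly 18 to 22 hours; normalized against plate controls of thapsigargin alone and 5% DMSO vehicle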
# Ins promoter up: MIN6 insulin promoter up-regulation | AID 1625 | z-score at 5 µM | MIN6 insulin promoter-GFP reporter, high-content imaging; active compounds read high | actives 0.3% (n = 190,000);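 active = z-score above 3 at 5 µM with at least 500 cells counted in the well; inconclusive = wells under 500 cells, flagged as cytotoxic or low count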
# MT stabilizer: stabilizes microtubules in HeLa cells; HeLa tubulin immunostaining HCS, 24 h; share of cells brighter than vehicle mean+2SD; % tubulin-high responders, % at 10 µM; actives 0.83% (n = 200,000); AID 2205;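 active = plate Z-score above 3 for both tubulin-high and condensed-nucleus cell shares, with cell loss under 80%, at 10 µM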;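 also: anti alpha tubulin signal scored within the nucleus-defined area of each cell; some results filed as inactive read as strong as hits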
# UTI89 phage lysis: inhibition of K1F phage lysis, E. coli UTI89, bacterial capsule biogenesis inhibitors, alamar blue (AID 488966); E. coli UTI89 K1F phage lysis, alamar blue, 2 h; higher % means a stronger effect; one-dose inhibition, % at 100 µM; IC50 in µM for titrated hits; actives 0.02% (n = 340,000);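 active = phage lysis inhibition, versus mean bacterial control, above a set limit; inconclusive = no clear call, values can overlap the other calls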;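 also: capsule biogenesis inhibitors block K1F phage lysis so surviving cells raise fluorescence; higher fluorescence means more inhibition of phage lysis; actives were called in the ten point dose series up to 300 µM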
# M1AAP inhibition: malaria alanyl aminopeptidase activity blockers – biochemical, fluorogenic H-Leu-NHMec substrate, 1536-well (AID 1445) | actives 0.42% (n = 220,000) | recombinant M1AAP, H-Leu-NHMec fluorogenic kinetic assay; higher % means a stronger effect | inhibition, % at 30 µM, or IC50 in µM where a hit was titrated;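 active = primary inhibition above the hit cutoff, then over 50% inhibition at one or more dose response concentrations, cut at about 23% in these data, passing the limit was not always enough; inconclusive = conflicting primary data, or primary hits not chosen for dose response; inactive = low primary inhibition, or under 50% at every dose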;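 also: plate controls were DMSO full reaction for no effect and no enzyme background for full effect; strong numbers were not always called active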
# M17LAP inhibition: P. falciparum M17LAP inhibitors, primary screen, biochemical, fluorogenic H-Leu-NHMec substrate, 1536-well (AID 1619); recombinant M17LAP, H-Leu-NHMec fluorogenic kinetic assay; higher % means a stronger effect; inhibition, % at 30 µM; hits with a dose series show IC50 in µM; actives 0.38% (n = 220,000);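 active = compound inhibiting the enzyme by more than half at any dose during confirmatory dose-response retesting; inconclusive = strong single-dose inhibitors picked by rank but not retested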;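 also: plate controls were full reaction with DMSO carrier for no effect and no enzyme background for full effect; strong numbers were not always called active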
# Dynein transport cytoplasmic EGFP: recorded beside Dynein transport, whose call it bears; z-score; measured here: cytoplasmic GR-EGFP intensity; active compounds read high
# Dynein transport nuclear GR-EGFP: second read-out of Dynein transport, no call of its own (marks repeat the call); z-score; measured here: nuclear GR-EGFP intensity;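 lower value marks the stronger effect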
# Dynein transport cell count: recorded beside Dynein transport, whose call it bears; z-score; measured here: cell count per field
# Ins promoter up cell count: second read-out of Ins promoter up, no call of its own (marks repeat the call); cell count; measured here: cytotoxicity, nuclei count;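 total cells summed across four imaged fields per well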
# b-catenin transl cell count 5 µM: second read-out of b-catenin transl, no call of its own (marks repeat the call); cell count; measured here: cell count, cytotoxicity flag
# MT stabilizer Hoechst-high %: also measured in MT stabilizer; calls as there; % Hoechst-high responders; measured here: nuclear condensation Hoechst responders;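 share of cells brighter than vehicle mean plus two SD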
# MT stabilizer cytotoxicity %: further read-out of MT stabilizer, marked with its call; toxicity, %; measured here: cytotoxicity by cell density;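 0% = mean cell density of plate MIN control wells and 100% = no cells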
# Autophagy mod cell loss 18 h: recorded beside Autophagy mod, whose call it bears; toxicity, %; measured here: cell loss, nuclei count;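 cell loss after 18 h compound exposure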
# Active calls of the source: *; i = inactive; ? = inconclusive; nt = no result given; + = active, no number; [ ] = remark or other dose.
SMILES,Autophagy mod,Autophagy mod cell loss 18 h,b-catenin transl,b-catenin transl cell count 5 µM,Dynein transport,Dynein transport cytoplasmic EGFP,Dynein transport nuclear GR-EGFP,Dynein transport cell count,ER stress rescue,Ins promoter up,Ins promoter up cell count,MT stabilizer,MT stabilizer Hoechst-high %,MT stabilizer cytotoxicity %,UTI89 phage lysis,M1AAP inhibition,M17LAP inhibition
Cn1nnnc1SCC(=O)NNC(=O)c1ccc(F)cc1,i,3,0.4,1513,-0.53,-0.25,0.4,0.33,-0.8%,0.84,1409,6.5,3.4,6.3,0.5%,4%,6%
CCOC(=O)c1c(C)c(C(=O)NCc2cccs2)c(C)n1C,i,14,-0.6,1332,0.023,-0.088,0.092,-0.17,-1.1%,-0.46,1539,4.1,3.5,2.4,0.8%,-6%,-4%
O=C(Oc1ccc(N2C(=O)CCC2=O)cc1)c1ccco1,i,-6,0.4,1026,0.46,-0.24,0.31,0.39,2.7%,0.33,1264,3.9,2.4,3.0,-0.3%,1%,8%
CSCCC(NS(=O)(=O)c1ccc2ccccc2c1)C(=O)OCC(=O)c1ccc(C(C)C)cc1 (stereo unspecified),i,14,-1.5,519,0.047,-0.29,-0.14,0.66,-3.9%,-0.04,1248,0.7,2.2,3.2,-0.4%[50 µM],-1%,-2%
Cc1cccc(Oc2ccc(C(=O)NC3CCSC3=O)cn2)c1C (stereo unspecified),i,-7,0.9,1405,0.31,-0.18,-0.027,-0.3,-1.4%,0,1514,0.7,2.0,5.2,-0.2%,-13%,1%
Cc1cc(=O)[nH]c(SCC(=O)C23CC4CC(CC(C4)C2)C3)c1C#N,i,4,0.1,1060,0.4,0.12,0.26,-1.1,0.2%,-0.12,1769,1.5,1.4,7.0,0.2%,7%,5%
Cc1cc(Nc2ccc(Cl)cc2)n(-c2cccc(Cl)c2)n1,i,2,-2.7,1195,-0.81,-0.21,-0.43,0.82,6.2%,-0.36,885,3.7,1.9,8.9,-0.1%,5%,-11%
O=c1c(Cl)c(Cl)cnn1Cc1nnc(-c2ccccc2Br)o1,i,19,-2.5,1132,-5.6*,3.1*,-2.3*,-1*,-1.1%,?,nt,2.8,2.7,9.4,-0.9%,13%,-1%
Cc1ccc(-c2csc3ncn(CC(=O)N4CCOCC4)c(=O)c23)cc1C,i,5,nt,nt,2,-0.035,1.6,-1.4,-0.1%,1.8,864,2.1,1.7,9.7,1.7%,16%,0%
N#Cc1nc(COc2ccc(Cl)cc2)oc1NCc1ccc2c(c1)OCO2,i,4,nt,nt,-0.39,-0.16,0.099,0.38,-0.5%,0.45,854,1.8,1.7,11,3.3%,8%,4%
O=C(ON=C1CCN(S(=O)(=O)c2ccccc2)CC1)c1ccc(Cl)cc1,i,6,-1.9,1144,-0.14,-0.21,-0.36,0.018,0.7%,0.45,1155,2.1,1.5,2.4,-0.3%,3%,3%
CNC(=O)CN(C)S(=O)(=O)c1ccc(F)cc1,i,-4,-3.7,1219,0.42,3,1.1,-1.8,-3.4%,-0.28,935,1.9,1.5,8.0,4.9%,10%,5%
CS(=O)(=O)Nc1ccc(Cc2ccc(NS(C)(=O)=O)cc2)cc1,i,0,nt,nt,-0.17,-0.24,-0.15,-0.54,nt,nt,nt,4.6,2.5,21,0.2%,6%,-2%
CSc1ccccc1NC(=O)COC(=O)c1ccccc1O,i,2,-1.3,1070,-0.75,-0.28,-0.23,0.37,0.3%,nt,nt,1.0,1.7,5.6,0.1%,22%,4%
Cc1ccc(NC(=O)NC2CCN(S(=O)(=O)c3ccc(F)cc3)CC2)cc1,i,5,2.5,953,-0.59,-0.25,-0.76,0.083,-0.8%,0.48,1103,2.9,1.8,8.1,0.8%[50 µM],2%,11%
O=C1NCCC/C1=N\Nc1ccc(Br)cc1,nt,nt,-1.1,1370,1.1,-0.11,1.1,-2.5,nt,0.23,1077,nt,nt,nt,-1.1%,4%,19%
Cc1ccc(NC(=O)Nc2cccc(C)n2)c(C)c1,nt,nt,1.0,1349,0.99,-0.16,0.36,-0.87,nt,-0.29,1067,nt,nt,nt,0.0%,-1%,7%
CN(C)/C=N/S(=O)(=O)c1cccn1-c1ncc(C(F)(F)F)cc1Cl,i,15,-0.5,1670,-0.083,-0.28,0.19,0.18,-0.1%,-0.48,1459,2.8,1.5,4.7,0.1%,3%,-2%
Cc1cc2cc(NC(=O)c3ccco3)ccc2[nH]1,i,-11,1.5,978,-0.025,-0.17,0.62,0.68,-4.8%,nt,nt,1.6,1.5,5.1,-0.1%,10%,0%
COc1ccc(C(=O)CSc2ccc(-c3ccc(C)cc3)nn2)cc1,i,2,-2.0,1135,-0.99,-0.29,-0.7,2.5,1.7%,-0.1,1537,1.5,3.0,1.3,1.0%[50 µM],-2%,5%
O=S(=O)(NCC1COc2ccccc2O1)c1ccc2ccccc2c1 (stereo unspecified),i,4,0.3,1017,-0.84,-0.34,-0.88,0.93,-0.2%,0,1256,3.1,3.1,7.3,3.6%,9%,17%
C=CCn1c(O)c(C(CC)=Nc2ccccc2NC(=O)CC)c(=O)[nH]c1=O,i,6,-2.8,1016,-0.062,-0.036,0.32,0.45,1.8%,0.13,1224,5.5,2.6,14,0.5%,3%,0%
O=C(O)CCNC1CCCCC1,nt,nt,0.7,1373,-0.53,-0.77,-0.59,0.66,nt,-0.17,911,nt,nt,nt,0.3%,-2%,-4%
CCCCCNC(=O)c1ccc2c(=O)[nH]c3c(C(=O)NCC4CCCO4)sc(=S)n3c2c1 (stereo unspecified),i,-3,-2.8,1149,0.35,-0.11,0.64,-0.6,-1.7%,-0.5,942,1.3,1.5,5.2,-0.9%,37µM*,54%
COC(=O)C1=C(C)N(CCc2c[nH]c3ccc(OC)cc23)C(=O)C1,i,-2,-0.4,1183,-0.38,-0.2,-0.27,0.02,nt,-0.18,1047,2.1,3.3,5.6,0.8%,-4%,3%
Cc1nnsc1C(=O)Nc1ccc(Cl)cc1Cl,i,-30,0.9,734,-0.6,-0.21,0.52,0.38,1.7%,0,1488,3.0,2.0,7.4,0.3%,-2%,-5%
COc1ccc(Br)cc1/C=N/NC(=O)c1ccco1,i,22,1.7,1079,0.13,-0.35,0.37,0.13,-2.5%,-0.05,1260,nt,nt,nt,-1.0%,2%,-3%
Cc1nc2c(cc1C(=O)N/N=C/c1ccc(O)c(O)c1)c(=O)n(C)c(=O)n2C,i,1,-0.7,938,0.31,-0.28,-0.013,0.3,1.2%,nt,nt,2.0,1.7,6.1,9.8%,1%,14%
CCOC(=O)c1cc(C)n(CCc2ccccc2)c1C,i,8,nt,nt,-0.089,-0.28,-0.01,0.98,-2.6%,-0.65,1202,6.4,17,97,2.6%,7%,6%
CCOc1ccccc1N1CCN(Cc2cnc(-c3ccccc3)[nH]2)CC1,nt,nt,-0.6,1410,0.91,0.091,1.6,-1.7,nt,-0.86,1041,nt,nt,nt,-0.9%,5%,-9%
Cc1ccc2oc(-c3cccc(NC(=O)Cc4cccs4)c3)nc2c1,i,-34,nt,nt,-0.88,-0.16,-0.13,1.3,0.0%,nt,nt,2.3,1.5,7.2,1.0%,-2%,0%
C=CCn1c(-c2cccc([N+](=O)[O-])c2)n[nH]c1=S,i,3,nt,nt,-0.81,-0.035,-0.42,1.1,-1.8%,1.5,1222,4.8,2.6,1.3,0.0%,12%,25%
COc1cc(NS(=O)(=O)c2ccc(C)c(C)c2)c(OC)cc1Cl,i,11,0.0,1093,0.32,-0.13,0.25,0.073,-4.1%,-0.11,889,2.2,2.3,4.0,-0.1%,-3%,-4%
O=C(Nc1nnc(-c2ccco2)o1)c1cccc2ccccc12,i,-2,0.0,1188,-0.42,-0.14,-0.31,-0.041,-0.3%,0.87,1486,4.0,2.6,7.5,-4.2%,-7%,-1%
O=C(Nc1ccccc1C1CC1)c1cccs1,i,9,-0.9,1160,-0.36,0.051,0.23,-0.84,-1.4%,0.39,882,5.2,2.0,7.4,0.8%,3%,11%
Nc1ccc(-c2nc3cc(N)ccc3n2CCO)cc1,nt,nt,1.3,1301,0.28,0.97,1,-0.49,nt,0.68,1011,nt,nt,nt,0.2%,11%,-205%
Cc1ccc2nc(C)cc(Nc3ccc([N+](=O)[O-])cc3)c2c1,+,22*,0.0,1065,1.1,-0.075,0.63,-1.2,-1.8%,-1.4,527,5.1,1.3,19,nt,3%,10%
COc1ccc(/C=N/NC(=O)c2ccoc2C)cc1COc1c(C)cccc1C,i,6,1.6,908,-0.36,-0.22,0.11,0.59,0.0%,-0.7,1064,1.0,0.5,4.7,1.4%,4%,-7%
CC1(C(=O)O)CCC(C(=O)Nc2ccc3ccccc3c2)C1(C)C (stereo unspecified),i,1,-1.3,1161,-0.75,-0.2,-0.37,0.38,-3.9%,-0.04,875,2.4,1.8,6.9,178µM*,16%,12µM*
O=[N+]([O-])c1ccccc1/C=N/n1c(COc2ccccc2)n[nH]c1=S,i,21,-1.4,1440,-0.54,-0.19,-0.47,1,-1.4%,0.06,1545,1.7,1.2,8.5,-1.4%,1%,14%

# Screens: PubChem, several laboratories

# Not a hit list. About 2.9% of those tested had a hit in this group.
